Screening results from PubChem.
L3MBTL1 block – qHTS Assay for the Inhibitors of L3MBTL1; AID 485360, 2010; Potency, µM (top dose mostly 57.1 µM), for inactives: at the highest dose activity, negative = inhibition, actives largely listed as inhibitors; AlphaScreen L3MBTL1–H3K9me1 peptide binding; hit rate 0.66% among 230,000; also: nearly all actives have a fitted effect of over 60% in size
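AlphaScreen assay: L3MBTL1 (50 nM final) was preincubated 30 min at room temperature with biotinylated H3(1-15)K9me1 peptide (75 nM final), then 30 min with library compounds; streptavidin donor and nickel chelate acceptor beads (10 ug/mL final) added, 30 min dark.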
GAA spleen mod – qHTS Assay for Inhibitors and Activators of Human alpha-Glucosidase From Spleen Homogenate; Lysosomal alpha-glucosidase (Homo sapiens), P10253; human spleen homogenate, 4-MU-alpha-glucoside fluorescence; Potency, µM (top dose mostly 79.9 µM), inactives show at the top dose activity change, negative = inhibition, usual class: inhibitors; hit rate 0.006% among 240,000; AID 2112, 2009;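 also: 0% = enzyme with vehicle and -100% = no enzyme basal signal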
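Enzyme source: human spleen homogenate, 1 ug/well. Buffer 50 mM citric acid/K phosphate pH 5.0, 0.01% Tween-20. 4-MU-alpha-glucoside 1 mM; 37 C x 40 min; NaOH/glycine stop; fluorescence.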
RGS12 GoLoco inh – qHTS Assay for Inhibitors of RGS12 GoLoco Motif Activity (Red Fluorophore); Gai1:RGS12 GoLoco peptide FP, rhodamine, 10 min; Potency, µM (titrated, usually from 61.6 µM), without a hit: top-dose activity, negative = inhibition, hits mostly inhibitors; hit rate 0.44% among 230,000; AID 880, 2007; active = well fitted inhibition curve with a large enough effect, not every such curve was filed as active; inactive = no such curve, though single readings can be large or run the other way; also: nearly all actives have a fitted effect of over 30% in size; many of its hits are not listed in these tables
GAA inh – qHTS Assay for Inhibitors of Human alpha-Glucosidase as a Potential Chaperone Treatment of Pompe Disease; hit rate 0.005% among 200,000; Potency, µM (highest dose often 76.9 µM), without a hit: top-dose activity change, negative = inhibition, usual class: inhibitors; purified human GAA, 4-MU-alpha-glucoside fluorescence; Lysosomal alpha-glucosidase (Homo sapiens), P10253;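 also: plate controls were uninhibited enzyme wells for no effect and no-enzyme background for full effect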
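Human alpha-glucosidase, 4 nM, pre-mixed with test compounds before 400 uM 4-methylumbelliferyl substrate; 20 min room temperature at pH 5.0. Fluorescence read after pH 10 stop; AC50 values from Hill-equation fits.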
TRb-SRC2 inh – qHTS for Inhibitors of the Interaction of Thyroid Hormone Receptor and Steroid Receptor Coregulator 2; Thyroid hormone receptor beta (Homo sapiens), P10828; TRbeta-SRC2 peptide binding, fluorescence polarization; receptor liganded with 1 µM T3; Potency, µM (highest dose often 106 µM), without a hit: at the highest dose activity change, negative = inhibition, actives largely listed as inhibitors; hit rate 0.065% among 280,000;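 also: plate controls were bound peptide for no effect and peptide without receptor for full effect; nearly all actives have a fitted effect of over 50% in size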
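Human TRb ligand-binding domain (0.6 uM) is mixed with 20 nM Texas Red SRC2 peptide and 1 uM T3; after compound addition and 5 hr at ambient temperature, polarization is measured and normalized to unbound and bound controls.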
RECQ1 inh – qHTS Assay for Inhibitors of RecQ-Like Dna Helicase 1 (RECQ1); ATP-dependent DNA helicase Q1 (Homo sapiens), P46063; RECQ1 DNA unwinding, red fluorescence kinetic read; Potency, µM (highest dose often 57.3 µM), for the others: at the highest dose activity, negative = inhibition, actives largely listed as inhibitors; hit rate 0.54% among 240,000;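 also: plate controls were vehicle for no effect and no enzyme for full effect; nearly all actives have a fitted effect of over 30% in size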
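50 nM RECQ1T1 preincubated 15 min with compound in Tris pH 8.0 buffer with MgCl2, DTT, Tween-20 and 2.5 ug/ml poly(dI-dC); started with 200 nM TAMRA/BHQ-2 forked duplex and 2 mM ATP. Unwinding read as fluorescence (525/598 nm), two reads 2 h apart.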
GAA glycogen mod – qHTS Assay for Inhibitors and Activators of Human alpha-Glucosidase Cleavage of Glycogen. Potency, µM (titrated, usually from 76.4 µM), for inactives: top-dose activity change, negative = inhibition, usual class: inhibitors. recombinant GAA, glycogen substrate, Amplex Red glucose oxidase fluorescence. hit rate 0.38% among 300,000. AID 2100, 2009;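 also: 0% = full enzyme reaction and -100% = no-enzyme basal signal; the screen sought inhibitors and activators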
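Recombinant human enzyme (4 nM); glycogen substrate; 37 C, 40 min, pH 5.0. Readout: coupled glucose oxidase/Amplex Red fluorescence.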
TexasRed fluor – Total Fluorescence Counterscreen for Inhibitors of the Interaction of Thyroid Hormone Receptor and Steroid Receptor Coregulator 2; Potency, µM (highest dose often 106 µM), for inactives: at the top dose fluorescence change, negative = quenching; hit rate 0.29% among 280,000; TRb/SRC2 Texas Red total fluorescence interference; active = well fitted curve in either direction with a large enough effect; inconclusive = small, poorly fitted or top-dose-only effect
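Human TRβ ligand-binding domain (0.6 uM) and Texas Red SRC2 peptide (20 nM) in Tris buffer with 1 uM T3 and 5% DMSO were incubated with pinned compound for 5 hr at ambient temperature. Total fluorescence was computed as S + 2P (555/632 nm).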
Starred values were filed as active, the others as inactive; i = inactive; u = inconclusive; x = not tested or not shown; & = joins results of further samples; ! = not confirmed by another sample; [ ] = another dose, or the depositor's remark. Unless noted, calls follow the shape of the dose curve; as a rule, active = well fitted curve in the direction sought with a large enough effect; inconclusive = small, poorly fitted or top-dose-only effect, or another doubt; inactive = no such curve, though single readings can be large; an effect the other way counts as inactive or inconclusive. Unless noted, % is scaled to controls: 0 for no effect and ±100 for the full control effect; potency is read from the fitted curve at half-maximal effect. An excerpt; rates above refer to the full screens.

SMILES | L3MBTL1 block | GAA spleen mod | RGS12 GoLoco inh | GAA inh | TRb-SRC2 inh | RECQ1 inh | GAA glycogen mod | TexasRed fluor
CCN(CC)CCOC(=O)C(c1ccccc1)c1ccccc1 | -0.8% | -17.6% | -6.6% | -3.7%[15.4 µM] | -2.6% | 8.7% | -1.1% | 1.0%
CCOC(=O)Nc1ccc(NCc2ccc(F)cc2)nc1N | u | -5.0% | -18.9% | x | -29.4% | -4.7% | x | 9.9%
C/C=C(/C)C(=O)O[C@@H]1c2cc3c(c4c2[C@@]2(CO4)C(=O)C(OC)=C(OC)C=C2C[C@@H](C)[C@H]1C)OCO3 | x | 8.3% | 4.9% | x | -0.2% | -1.9% | 0.7% | -0.3%
Oc1ccc([C@@H]2CNCCc3c2cc(O)c(O)c3Cl)cc1 | x | -3.6% | -6.7% | x | -12.6% | u | x | -0.4%
CCc1cc(-c2n[nH]c(C)c2-c2ccc3c(c2)OCCO3)c(O)cc1O | x | 6.4% | -3.3% | x | -0.4% | -5.3% | x | 0.1%
C[C@@H]1O[C@@H](O[C@@H]2[C@@H](O)[C@H](OCCc3ccc(O)c(O)c3)O[C@H](CO[C@@H]3O[C@H](CO)[C@@H](O)[C@H](O)[C@H]3O)[C@H]2OC(=O)/C=C/c2ccc(O)c(O)c2)[C@H](O)[C@H](O)[C@H]1O | x | -14.1% | -16.4% | x | -6.5% | -7.9% | x | -1.9%
COc1ccc(-c2oc3c(CC=C(C)C)c(O[C@H]4OC(CO)C(O)C(O)C4O)cc(O)c3c(=O)c2O[C@@H]2OC(C)C(O)C(O)C2O)cc1 (stereo partly specified) | x | -11.3% | 4.2% | x | -8.7% | -3.9% | x | -1.2%
COc1ccc(Sc2ccc(NC(=O)c3ccccc3Cl)cc2C#N)cc1 | 9.7% | -1.6% | -15.7% | u | 2.4% | -15.9% | 6.3% | -1.9%
NC(=O)NC(=O)Cc1ccccc1 | x | -10.8% | 5.0% | x | 7.8% | i | x | -2.5%
CCC(Cc1c(I)cc(I)c(N)c1I)C(=O)O (stereo unspecified) | 11.5% | 10.0% | 1.9% | x | -5.0% | i | x | -2.2%
COc1cc(C(=O)NCCCCCC(=O)O)cc(OC)c1OC | 6.5% | 4.0% | 7.8% | 1.5%[15.4 µM] | -0.3% | -10.9% | 9.2% | -2.3%
NC(=O)c1ccc([N+](=O)[O-])cc1Cl | x | -11.2% | -5.5% | x | 3.9% | -5.0% | x | 0.5%
Cc1ccsc1/C=C/C1=NCCCN1C | -3.7%&0.0% | 6.8%&-5.8% | 4.1%&-4.8% | 1.1%[15.4 µM] | 4.1%&1.4% | 15.2%&1.2% | 5.3% | -0.1%&-1.4%
C[C@]12CC[C@H]3C(=CCc4cc(O)ccc43)[C@@H]1CCC2=O | 0.6% | -9.0% | 7.4% | 0.2%[15.4 µM] | -2.9% | -7.9% | -7.8% | 0.0%
Oc1cc2c(cc1O)C1c3ccc(O)c(O)c3OCC1(O)C2 (stereo unspecified) | u | 8.1%&1.2% | 7.94µM* | x | 0.9%&-2.9% | u | u | -4.4%&0.0%

No new results follow: entries from further up.
SMILES | L3MBTL1 block | GAA spleen mod | RGS12 GoLoco inh | GAA inh | TRb-SRC2 inh | RECQ1 inh | GAA glycogen mod | TexasRed fluor
C/C=C(/C)C(=O)O[C@@H]1c2cc3c(c4c2[C@@]2(CO4)C(=O)C(OC)=C(OC)C=C2C[C@@H](C)[C@H]1C)OCO3 | x | 8.3% | 4.9% | x | -0.2% | -1.9% | 0.7% | -0.3%
Oc1ccc([C@@H]2CNCCc3c2cc(O)c(O)c3Cl)cc1 | x | -3.6% | -6.7% | x | -12.6% | u | x | -0.4%
CCc1cc(-c2n[nH]c(C)c2-c2ccc3c(c2)OCCO3)c(O)cc1O | x | 6.4% | -3.3% | x | -0.4% | -5.3% | x | 0.1%
C[C@@H]1O[C@@H](O[C@@H]2[C@@H](O)[C@H](OCCc3ccc(O)c(O)c3)O[C@H](CO[C@@H]3O[C@H](CO)[C@@H](O)[C@H](O)[C@H]3O)[C@H]2OC(=O)/C=C/c2ccc(O)c(O)c2)[C@H](O)[C@H](O)[C@H]1O | x | -14.1% | -16.4% | x | -6.5% | -7.9% | x | -1.9%

(continued)
SMILES | L3MBTL1 block | GAA spleen mod | RGS12 GoLoco inh | GAA inh | TRb-SRC2 inh | RECQ1 inh | GAA glycogen mod | TexasRed fluor
COc1cc2[nH]c(=O)[nH]c(=O)c2cc1OC | x | 7.7% | -0.3% | x | -0.8% | -7.8% | x | -1.6%
Cc1cc(O)c2c(c1)C(=O)c1cccc(O)c1C2=O | -7.2% | 7.5%&-3.6%&-3.1%&2.3% | 3.5%&-3.2%&1.4%&92.6% | -5.9% | -9.4%&-1.4%&0.0%&18.8% | 7.08µM*! | 0.3% | 0.2%&0.4%&-1.1%&-0.4%
Cc1ccc(C(=O)C(C)CN2CCCCC2)cc1 (stereo unspecified) | x | -1.0% | 4.1% | x | 5.5% | 19.3% | x | -0.7%
CCn1cc(C(=O)O)c(=O)c2cc(F)c(N3CCN[C@@H](C)C3)c(F)c21 | x | -6.7%[29.1 µM] | 4.2%[21.6 µM] | x | -4.3% | 6.1%[25.9 µM] | x | -1.1%
CCOC(=O)Nc1ccc2c(c1)N(C(=O)CCN1CCOCC1)c1ccccc1S2 | -6.0%[11.4 µM] | -0.8% | 6.1% | u | -2.0% | -6.8% | 4.8%&-2.2%&2.8% | 2.6%
CN=C(N)NC(=O)Nc1c(C)cccc1C | 10.7% | 3.8% | 6.1% | x | -3.4% | -6.2% | 3.8% | -0.4%
CC1(C)OC2CC(=O)OC[C@@]23C1CC(=O)[C@]1(C)C3CC[C@@]2(C)C(c3ccoc3)OC(=O)C3O[C@@]321 (stereo partly specified) | x | 5.6% | 10.7% | x | 3.6% | u | x | 1.3%
CC1(C)Oc2ccc(C#N)cc2[C@@H](N2CCCC2=O)[C@@H]1O | -7.5% | 2.8% | -8.3% | -2.8%[15.4 µM] | 3.1% | -7.6% | 6.0% | -4.2%
CC[C@@]12CCCN3CCc4c(n(c5ccccc45)[C@](O)(C(=O)OC)C1)C32 (stereo partly specified) | x | 2.0% | -1.9% | x | -0.3% | 13.2% | x | -1.8%
CC(C)(CO)[C@@H](O)C(=O)NCCCO | x | 6.4%&1.0% | -7.9%&4.0% | x | -1.8%&-4.4% | -4.1% | x | -0.4%&0.0%
CC1(C)Oc2ccc(C#N)cc2[C@H](N2CCCC2=O)[C@H]1O | x | 5.4%&0.0% | 3.2%&4.3% | x | -8.1%&4.1% | -6.2%&3.3% | x | -0.7%&-0.9%
COc1cc(C)nc(-n2nc(C)cc2OC)n1 | 4.5% | 11.4% | 15.5% | -10.9%[15.4 µM] | 4.0% | 1.2% | 6.3% | -0.7%
CC1CCc2c(N3CCC(O)CC3)c(F)cc3c(=O)c(C(=O)O)cn1c23 (stereo unspecified) | 4.7% | x | 0.5% | x | 8.1% | x | x | -0.6%
COc1cc2c(c(OC)c1OC)-c1c(cc(OC)c(OC)c1OC)C[C@H](C)[C@H](C)C2 | x | 1.1% | -2.9% | x | -4.7% | -18.4% | -8.3% | 0.2%
O=C(c1ccccc1)c1ccc2n1CCC2C(=O)O (stereo unspecified) | 2.7% | 0.6%&2.8%&1.4% | 18.2%&1.5%&2.1% | -5.1%[15.4 µM] | 7.0%&0.9%&-11.0% | -9.2% | 4.2% | -0.9%&-2.9%&-0.7%
CC(C)[C@@H]1C(=O)N(S(C)(=O)=O)[C@H]2CCN(C(=O)/C=C\CN3CCCCC3)[C@@H]12 | x | -4.0% | 7.1% | x | 7.2% | 1.4% | x | -1.3%
CCCN(CCC)C(=O)[C@@H](CCC(=O)O)NC(=O)c1ccccc1 | x | -5.2%[29.1 µM] | 4.3%[21.6 µM] | x | 4.9% | -5.5%[25.9 µM] | x | 1.8%

A few values from above.
Cc1ccc(C(=O)C(C)CN2CCCCC2)cc1 (stereo unspecified) in RGS12 GoLoco inh is entered as 4.1%
CC1(C)Oc2ccc(C#N)cc2[C@@H](N2CCCC2=O)[C@@H]1O in TRb-SRC2 inh is entered as 3.1%
